Source: PubChem BioAssay (National Center for Advancing Translational Sciences (NCATS))
Abeta rescue: A-beta toxicity reversal in yeast | yeast expressing A-beta42, growth rescue, OD600, 48 h; response scale: 0% DMSO, 100% iron-clioquinol control | Potency, µM (top dose mostly 46.1 µM), without a hit: at the highest dose growth rescue, usual class: activators | 410,000 tested, 0.063% active; further: potency means the concentration at half of the fitted maximal effect; nearly all actives have a fitted effect of over 55% in size
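Yeast A-beta toxicity model in growth medium with pinned compounds, 48 h at 30 C; growth read as absorbance at 600 nm. Normalized to FeCl3/clioquinol equimolar mix (positive) and DMSO (negative).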
D3 antag: D3 dopamine receptor (human) antagonism | max response, negative = inhibition, % | 360,000 tested, 2.5% active | AID 652054 | D3R cells, DiscoveRx beta-arrestin luminescence, antagonist mode; active compounds read low; in the data active means max response below about -50%; inconclusive means no clear call, values can overlap the other calls; further: on the % scale 0 is the no-effect control and ±100 the full control effect; mostly tested at two doses, the higher about 12 µM
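Cells plated overnight at 1500 cells/well, then exposed to library compounds with dopamine controls for 90 minutes at 37 degrees C. DiscoveRx reagent added for 30–60 minutes at room temperature; luminescence read, quantitative HTS format.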
TDP-43 yeast inh: rescues yeast growth from TDP-43 toxicity; TDP-43 expressing yeast growth rescue, BacTiter-Glo, 24 h; Potency, µM (highest dose often 46.1 µM), without a hit: at the top dose growth rescue (activation), usual class: activators; 410,000 tested, 1.8% active; further: potency means the concentration at half of the fitted maximal effect; % of control where 0% means no effect; nearly all actives have a fitted effect of over 50% in size
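Cell-based yeast growth screen: TDP-43 expression induced in galactose, inoculum OD600=0.02 after raffinose pregrowth to mid-log. Read-out BacTiter-Glo luminescence at 24 hr, 30 deg C; inhibition of toxicity seen as signal increase.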
EPAC2 agonist: activates human EPAC2 exchange factor; 360,000 tested, 0.079% active; Potency, µM (titrated, usually from 154 µM), for inactives: top-dose activation, actives largely listed as activators; EPAC2 activation, biochemical qHTS; response scale: 100% = 6.5 mM cAMP response; Q8WZA2; further: potency means the concentration at half of the fitted maximal effect; nearly all actives have a fitted effect of over 50% in size
Target sequence (Q8WZA2 whole entry, looked up): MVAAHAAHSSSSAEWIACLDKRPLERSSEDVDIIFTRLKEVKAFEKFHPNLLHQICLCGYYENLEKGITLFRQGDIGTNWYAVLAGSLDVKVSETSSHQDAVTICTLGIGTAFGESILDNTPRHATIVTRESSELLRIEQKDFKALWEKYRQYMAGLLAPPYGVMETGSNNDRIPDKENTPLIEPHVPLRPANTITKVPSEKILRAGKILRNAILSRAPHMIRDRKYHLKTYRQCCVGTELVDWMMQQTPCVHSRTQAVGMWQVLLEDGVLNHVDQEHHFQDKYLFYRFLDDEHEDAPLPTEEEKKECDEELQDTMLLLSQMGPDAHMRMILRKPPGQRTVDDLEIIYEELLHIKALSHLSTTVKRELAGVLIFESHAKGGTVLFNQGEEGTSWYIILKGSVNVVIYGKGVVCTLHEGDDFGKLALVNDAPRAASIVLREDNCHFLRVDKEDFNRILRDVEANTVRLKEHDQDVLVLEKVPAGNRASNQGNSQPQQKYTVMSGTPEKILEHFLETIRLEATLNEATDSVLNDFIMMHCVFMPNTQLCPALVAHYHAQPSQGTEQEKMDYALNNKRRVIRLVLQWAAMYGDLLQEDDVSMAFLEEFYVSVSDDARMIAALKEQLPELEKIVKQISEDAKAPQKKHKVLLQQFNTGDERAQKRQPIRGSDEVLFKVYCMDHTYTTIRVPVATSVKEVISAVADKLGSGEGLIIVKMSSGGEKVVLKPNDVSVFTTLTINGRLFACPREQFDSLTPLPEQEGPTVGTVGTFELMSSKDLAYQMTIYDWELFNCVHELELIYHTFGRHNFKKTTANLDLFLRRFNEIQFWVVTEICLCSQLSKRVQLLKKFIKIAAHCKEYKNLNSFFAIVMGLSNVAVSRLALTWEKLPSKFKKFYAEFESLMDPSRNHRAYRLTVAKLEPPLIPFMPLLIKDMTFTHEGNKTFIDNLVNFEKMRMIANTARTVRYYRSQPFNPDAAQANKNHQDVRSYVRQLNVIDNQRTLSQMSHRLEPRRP
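EPAC2 (100 nM) mixed with Rap1B loaded with BODIPY-GDP (250 nM) plus 50 uM unlabeled GDP; compounds pinned in, 5 min RT, then read every 5 min for 30 min (ex 480, em 540 nm). Normalized to cAMP control.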
FUS yeast rescue: rescues growth of FUS-expressing yeast; S. cerevisiae FUS-expressing, growth rescue, OD600, 24 h; Potency, µM (highest dose often 76.6 µM), for inactives: at the top dose growth rescue (activation), most hits filed as activators; 390,000 tested, 0.24% active; AID 1347120;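 further: potency means the concentration at half of the fitted maximal effect; plate controls were DMSO vehicle for no effect and reference control for full effect; nearly all actives have a fitted effect of over 55% in size; some results filed as inactive show a strong effect at the top dose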
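Quantitative HTS measuring growth restoration of FUS-toxic yeast. Galactose-induced cells (OD 0.005) were exposed 24hr at 30C to compounds at several concentrations, then absorbance at 600 nm was recorded.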
aSyn yeast inh: rescues yeast growth from alpha-synuclein toxicity; AID 652106; Yeast expressing alpha-synuclein, growth rescue, BacTiter-Glo, 24 h; Potency, µM (titrated, usually from 46.1 µM), inactives show at the top dose growth rescue (activation), hits mostly activators; 370,000 tested, 0.14% active; further: potency means the concentration at half of the fitted maximal effect; % of control where 0% means no effect; nearly all actives have a fitted effect of over 65% in size
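Galactose-induced alpha-syn yeast (OD600=0.02, raffinose-pregrown) + pinned cpd, 24 hr, 30 deg C; growth by BacTiter-Glo luminescence. Growth restoration scores as activation.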
EPAC2 antag: antagonists of human EPAC2 | EPAC2 GEF exchange of Rap1B-BODIPY-GDP, fluorescence | 360,000 tested, 0.18% active | Potency, µM (highest dose often 114 µM), inactives show at the highest dose activity, negative = inhibition, most hits filed as inhibitors; further: potency means the concentration at half of the fitted maximal effect; on the % scale 0 is the no-effect control and ±100 the full control effect; nearly all actives have a fitted effect of over 45% in size; many of its hits are not listed in these tables
DRD3 agonist: agonists of human D3 dopamine receptor. 410,000 tested, 0.58% active. AID 652048. P35462. D3R DiscoveRx beta-arrestin cells, luminescence, 90 min. max activation, %; in the data active means max activation above about 30%; further: 0% is about no effect; mostly tested at two doses, the higher about 12 µM
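Agonist mode: compounds and dopamine controls were applied to plated cells for 90 min at 37 degrees C after an overnight attachment at 1500 cells/well. Luminescent read-out followed 30 - 60 minutes at room temperature with DiscoveRx detection reagent.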
* hit, by the source's call; ? = inconclusive; . = no result given; & = joins results of further samples; [ ] = dose if it differs, or a comment. Unless noted, the call rests on the fitted dose curve; in most records, active means well fitted curve in the direction sought with a large enough effect; inconclusive means small, poorly fitted or top-dose-only effect, or another doubt; inactive means no such curve, though single readings can be large; an effect the other way counts as inactive or inconclusive. Only part of the results is shown; the hit share may differ from the screen's.

No. | canonical_smiles | Abeta rescue | D3 antag | TDP-43 yeast inh | EPAC2 agonist
1 | CCCCN(C)CCNC(=O)Cn1ncc2c(=O)oc3ccc(C)cc3c21 | -3% | ? | -20% | 4%
2 | CCOC(=O)COc1cccc2c(=O)n(CC(N)=O)ccc12 | 2% | -10 | -8% | 6%
3 | CCCCCC(=O)Nc1cccc(C2=NOC3(C2)C[C@@H](C(N)=O)N(C(=O)c2cc([N+](=O)[O-])cc([N+](=O)[O-])c2)C3)c1 (stereo partly specified) | -2% | 25 | -8% | 5%
4 | O=C(N/N=C/c1ccccc1C(=O)O)c1cccc(S(=O)(=O)N2CCCCC2)c1 | 0% | 2 | -4% | 6%
5 | Cc1sc2ncnc(N3CCC(C(=O)N4CC(C)SC4=Nc4ccc(Cl)cc4)CC3)c2c1C (stereo unspecified) | -5% | 14 | 11% | 3%
6 | O=C(NN=C1CCN(Cc2ccccc2)CC1)C(O)c1ccccc1 (stereo unspecified) | -12% | 0 | -17% | 6%
7 | COc1ccc(S(=O)(=O)NCC2CCCN(Cc3cccc(C(C)=O)c3)C2)cc1 (stereo unspecified) | -3% | -24 | 3% | 5%
8 | CNc1ncc(C(=O)c2ccc(-c3ccccc3)cc2)s1 | 14% | 7 | 27% | 7%
9 | Cn1c(=O)c2sccc2n2c(CCCC(=O)NC3CCCCC3)nnc12 | -9% | . | -4% | .
10 | Cc1csc(SCCN2C(=O)c3ccccc3C2=O)n1 | 2% | 25 | 2% | 5%
11 | Cc1nc([N+](=O)[O-])c(Br)n1CC(=O)c1ccc2ccccc2c1 | 1% | -29 | 16µM* | 10%
12 | CC(=O)c1cccc(NC(=O)c2ccncc2)c1 | 5% | 21 | -10% | -6%

No. | FUS yeast rescue | aSyn yeast inh | EPAC2 antag | DRD3 agonist
1 | -9% | -2% | 3% | -7
2 | -15% | -5% | 7% | 1
3 | ? | -6% | -3% | 14
4 | -3% | 5% | 1% | -7
5 | -4% | 2% | 10% | 10
6 | . | 1% | 3% | -5
7 | 3% | 1% | -9% | -6
8 | -5% | 4% | 1% | 3
9 | -22% | . | . | -8
10 | 19% | 5% | 2% | -4
11 | 14µM* | 1% | 5% | -11
12 | 27% | 7% | 1% | 2

New compounds follow.
No. | canonical_smiles | Abeta rescue | D3 antag | TDP-43 yeast inh | EPAC2 agonist
13 | N#CC1(NC(=O)COC(=O)c2cc(=O)[nH]c3ccccc23)CCCCC1 | 2% | 12 | 23% | 5%
14 | COc1ccc(CNC(=O)CCS(=O)(=O)c2ccc3c(c2)CC(C)N3C(=O)C2CC2)cc1 (stereo unspecified) | -1%&2% | -27 | -8%&11% | 14%
15 | Cc1nn(C(C)C(=O)NCc2ccco2)c(=O)c2nn(-c3ccccc3)c(C)c12 (stereo unspecified) | -14%&-19% | 6 | -2%&11% | 14%
16 | O=C(N/N=C/c1ccc(F)c(F)c1)c1cc2c(s1)-c1ccccc1CC2 | 18% | 16 | ? | -13%
17 | COc1ccc(NCc2nn(CC(=O)c3ccc(Br)cc3)c3[n+]2CCCCC3)cc1 | 3% | -1 | 10% | 4%
18 | COC(=O)c1cn(C(=O)c2ccccc2F)nc1N | 1% | 18 | -11% | 5%
19 | COc1ccc(CCNc2nc(-c3ccc(C)cc3)cc(C(F)F)n2)cc1OC | -9% | . | 0% | .
20 | O=[N+]([O-])c1ccc(Cc2nnc(-c3ccc(F)cc3)o2)cc1 | . | -9 | 8% | 12%
21 | CC(C)(CNC(=O)C1CCCC1)CNC(=O)C1CCCC1 | -4% | 2 | 6% | 1%
22 | c1ccc(NN=C(c2ccccc2)c2cccs2)cc1 | -6% | 0 | 9% | 16%
23 | CCC(C)Sc1ccc([C@@H]2[C@H]3C(=O)N(C)C(=O)[C@H]3[C@]3(C(=O)OC)CCCN23)cc1 (stereo partly specified) | 6% | 3 | -6% | 7%
24 | CCN(CC)CCSc1nnc2c3ccccc3n(Cc3ccccc3)c2n1 | 4% | -93* | -7% | 5%

No. | FUS yeast rescue | aSyn yeast inh | EPAC2 antag | DRD3 agonist
13 | . | 1% | -4% | 5
14 | 14%&0% | 1% | 4% | -8&1
15 | -4%&-8% | -6% | 9% | 0&3
16 | -13% | 10% | -5% | -1
17 | 12% | 4% | -1% | -1
18 | 10% | 1% | -2% | 0
19 | -28% | . | . | -13
20 | -8% | -1% | 4% | 0
21 | 20% | 0% | 3% | 8
22 | 3% | -3% | -12% | -4
23 | 31% | 2% | -6% | 7
24 | -20% | 4% | -12% | -23

In the list so far, 4 contain a thiophene ring, fused or not:
No. | canonical_smiles | Abeta rescue | D3 antag | TDP-43 yeast inh | EPAC2 agonist
5 | Cc1sc2ncnc(N3CCC(C(=O)N4CC(C)SC4=Nc4ccc(Cl)cc4)CC3)c2c1C (stereo unspecified) | -5% | 14 | 11% | 3%
9 | Cn1c(=O)c2sccc2n2c(CCCC(=O)NC3CCCCC3)nnc12 | -9% | . | -4% | .
16 | O=C(N/N=C/c1ccc(F)c(F)c1)c1cc2c(s1)-c1ccccc1CC2 | 18% | 16 | ? | -13%
22 | c1ccc(NN=C(c2ccccc2)c2cccs2)cc1 | -6% | 0 | 9% | 16%

No. | FUS yeast rescue | aSyn yeast inh | EPAC2 antag | DRD3 agonist
5 | -4% | 2% | 10% | 10
9 | -22% | . | . | -8
16 | -13% | 10% | -5% | -1
22 | 3% | -3% | -12% | -4

No new results follow: entries from further up.
No. | canonical_smiles | Abeta rescue | D3 antag | TDP-43 yeast inh | EPAC2 agonist
20 | O=[N+]([O-])c1ccc(Cc2nnc(-c3ccc(F)cc3)o2)cc1 | . | -9 | 8% | 12%
21 | CC(C)(CNC(=O)C1CCCC1)CNC(=O)C1CCCC1 | -4% | 2 | 6% | 1%
22 | c1ccc(NN=C(c2ccccc2)c2cccs2)cc1 | -6% | 0 | 9% | 16%
23 | CCC(C)Sc1ccc([C@@H]2[C@H]3C(=O)N(C)C(=O)[C@H]3[C@]3(C(=O)OC)CCCN23)cc1 (stereo partly specified) | 6% | 3 | -6% | 7%

No. | FUS yeast rescue | aSyn yeast inh | EPAC2 antag | DRD3 agonist
20 | -8% | -1% | 4% | 0
21 | 20% | 0% | 3% | 8
22 | 3% | -3% | -12% | -4
23 | 31% | 2% | -6% | 7

(listing goes on)
No. | canonical_smiles | Abeta rescue | D3 antag | TDP-43 yeast inh | EPAC2 agonist
25 | CC(=O)c1ccc(NC(=O)c2ccc(COc3ccccc3[N+](=O)[O-])o2)cc1 | -5% | 4 | 23% | -4%
26 | O=C(Nc1ccccc1OC(F)F)c1oc2ccccc2c1COc1ccccc1 | 3% | 0 | -10% | 10%
27 | COc1ccc(-c2cn3nc(N4CCCC(C(=O)Nc5cccc(OC)c5)C4)sc3n2)cc1 (stereo unspecified) | -7% | . | 18%[9.22 µM] | .
28 | O=[N+]([O-])c1ccc(NN=C(c2ccccc2)c2ccccc2)nc1 | 5% | -3 | 2% | 9%
29 | COc1ccc(C(=O)Nc2nnc([C@@H]3C[C@H](O)[C@@H](CO)O3)s2)cc1 | -16% | 13 | 22% | 6%
30 | CCCCCOC(=O)CSc1nc2c(c(=O)[nH]c(=O)n2C)n1Cc1ccc(Cl)cc1 | 11% | 33 | 0% | -6%
31 | CCOc1ccccc1NC(=O)C1CCCN1C(=O)c1cccs1 (stereo unspecified) | 6% | 12 | ? | 10%
32 | CCN(c1cccc(C)c1)S(=O)(=O)c1cc2c3c(c1)CCC(=O)N3CCC2 | -22% | 0 | -20% | 5%
33 | COc1ccc(N(CC(=O)Nc2ccc(OC)c(OC)c2)S(=O)(=O)c2ccccc2)cc1Cl | -13% | -13 | 3% | 21%
34 | CCCCN(CC(=O)NCCOC)C(=O)Cn1nnc2ccccc21 | -1% | 6 | -15% | 2%
35 | Cc1ccc2oc(-c3ccc(C)c(NC(=O)c4ccc(-c5ccccc5[N+](=O)[O-])o4)c3)nc2c1 | -7% | . | 4% | .
36 | O=C(c1cc(-c2ccccc2Cl)nc2ccccc12)N1CCN(c2ccccc2O)CC1 | -14% | 10 | 20µM* | 3%

No. | FUS yeast rescue | aSyn yeast inh | EPAC2 antag | DRD3 agonist
25 | . | 2% | 5% | 2
26 | . | 2% | -1% | 4
27 | ? | . | . | -11
28 | . | -4% | -4% | 6
29 | -24% | 2% | 6% | 7
30 | -8% | 1% | -9% | 9
31 | -6% | 0% | -4% | -1
32 | 29% | 1% | -27% | 0
33 | 10% | -1% | -2% | 4
34 | 7% | 0% | 6% | 6
35 | -12% | -7% | . | 3
36 | 22% | -18% | 3% | 15

The results go on:
No. | canonical_smiles | Abeta rescue | D3 antag | TDP-43 yeast inh | EPAC2 agonist
37 | O=[N+]([O-])/C=C\c1ccc(N2CCCC2)c(F)c1 | -36%[inhibitor] | 10 | ? | 13%
38 | CCN(CC(=O)Nc1ccc(OC)cc1)C(=O)c1ccc(Cl)c(S(=O)(=O)N2CCCC2)c1 | 1% | 8 | -3% | 10%
39 | Cc1cccc(N2CCN(C(C)C(=O)N3CCc4ccccc43)CC2)c1C (stereo unspecified) | 17% | ? | 3% | 15%
40 | CSCCC(NS(=O)(=O)c1ccc(Cl)cc1)C(=O)OCC(=O)N1CCOCC1 (stereo unspecified) | 8% | 9 | -7% | 9%
41 | Cc1ccc(/C=C/c2nc3ccccc3n2S(=O)(=O)c2cccc(Cl)c2)cc1 | -63%[inhibitor] | . | -59%[inhibitor] | .
42 | COc1ccc(S(=O)(=O)N(CCc2ccccc2)CC(=O)O)cc1 | 1% | 16 | -3% | 10%
43 | COc1ccccc1NC(=O)COc1ccc(C(=O)NCC2CCCO2)cc1OC (stereo unspecified) | 14% | 4 | 16% | 3%
44 | O=C(Nc1cccc2c1CCCC2)c1ccc(Cl)c([N+](=O)[O-])c1 | 24% | 17 | 8% | 8%
45 | COC(=O)c1ccc(CSC2=NC[C@@H]3[C@@H]4C(=O)N(C)C(=O)[C@@H]4[C@](C)(C(=O)OC)N23)cc1 | -6% | 37 | 21% | 11%
46 | Cc1ccc(NC(=O)CSc2nnc(NC(=O)NC3CCCCC3)s2)cc1 | -2% | . | 0% | .

No. | FUS yeast rescue | aSyn yeast inh | EPAC2 antag | DRD3 agonist
37 | 29% | -73%[inhibitor] | 5% | -10
38 | . | 0% | -6% | -6
39 | 16% | 2% | -7% | -25
40 | 16% | -1% | -6% | -7
41 | -5% | . | . | -18
42 | 15% | -8% | 24% | 4
43 | 13% | 6% | 2% | 2
44 | 9% | -1% | -2% | -13
45 | -15% | 2% | 9% | -1
46 | -6% | . | . | 6
